KCC2 mod – modulates chloride dependent transport by human KCC2 | B-score of Tl+ flux slope (higher = more flux/activation; lower = inhibition) at 10 µM | KCC2 cells, thallium flux FluoZin-2 fluorescence | Q9H2X9 | actives 2.2% (n = 190,000);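 active = thallium flux slope and its plate-corrected score both differing from the plate sample mean at a set confidence after two filtering rounds, in either direction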;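 note: slope of fluorescence scaled to starting intensity during 10 to 20 s after thallium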
Target sequence (Q9H2X9 whole entry, looked up): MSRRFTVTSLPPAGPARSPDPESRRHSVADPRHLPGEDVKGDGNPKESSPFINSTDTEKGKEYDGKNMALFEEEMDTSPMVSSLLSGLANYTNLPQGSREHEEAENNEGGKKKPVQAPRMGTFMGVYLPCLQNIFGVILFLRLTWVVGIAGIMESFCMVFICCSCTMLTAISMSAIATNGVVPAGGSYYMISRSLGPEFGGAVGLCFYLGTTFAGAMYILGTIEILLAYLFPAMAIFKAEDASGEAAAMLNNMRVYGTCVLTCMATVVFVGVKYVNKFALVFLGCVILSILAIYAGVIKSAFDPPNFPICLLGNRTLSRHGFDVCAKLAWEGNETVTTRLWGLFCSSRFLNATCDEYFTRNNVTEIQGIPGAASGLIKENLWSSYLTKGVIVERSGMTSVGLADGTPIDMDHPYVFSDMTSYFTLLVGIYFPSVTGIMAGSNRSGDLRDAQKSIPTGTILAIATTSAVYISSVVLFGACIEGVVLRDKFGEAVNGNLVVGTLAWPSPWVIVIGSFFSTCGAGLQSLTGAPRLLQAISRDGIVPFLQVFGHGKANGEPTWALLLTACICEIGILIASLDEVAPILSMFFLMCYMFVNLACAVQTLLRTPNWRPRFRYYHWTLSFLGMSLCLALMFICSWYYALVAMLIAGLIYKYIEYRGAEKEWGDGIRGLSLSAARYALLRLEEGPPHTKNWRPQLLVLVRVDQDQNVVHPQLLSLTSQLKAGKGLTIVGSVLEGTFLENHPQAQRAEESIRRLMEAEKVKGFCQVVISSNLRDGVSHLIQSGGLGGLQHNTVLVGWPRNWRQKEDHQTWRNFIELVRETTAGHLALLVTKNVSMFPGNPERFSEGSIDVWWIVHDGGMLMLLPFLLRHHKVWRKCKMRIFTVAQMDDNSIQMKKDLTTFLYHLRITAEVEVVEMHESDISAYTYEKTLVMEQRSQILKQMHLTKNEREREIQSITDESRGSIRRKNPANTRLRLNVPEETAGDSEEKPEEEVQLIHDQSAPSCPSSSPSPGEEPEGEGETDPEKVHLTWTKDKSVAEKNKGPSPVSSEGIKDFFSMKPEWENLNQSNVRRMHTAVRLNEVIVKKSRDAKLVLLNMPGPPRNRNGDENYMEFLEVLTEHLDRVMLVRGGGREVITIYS
TNF necrop inh – TNF-alpha cell death inhibition in Jurkat FADD-/- cells. activation (protection from cell death), % at 10 µM. Jurkat FADD-/- TNF necroptosis rescue, ATP luminescence, 24 h; 0 = TNF only, 100 = no-TNF cells. actives 0.068% (n = 220,000). AID 463075;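 active = activation, meaning protection from cell death, of at least 50% relative to plate controls; inactive = activation below 50%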;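 note: necroptosis triggered by 40 ng/mL TNF-alpha added together with compound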
m-calpain inh – inhibitors of pig calpain II; AID 1236; inhibition, % at 16 µM; purified calpain II, fluorogenic peptide substrate, 30 min; actives 0.37% (n = 220,000);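 active = inhibition above about 50%, limit read from the data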
Mdm2 ligase inh – blocks human Mdm2 ubiquitin ligase activity; cell-based MDM2 ubiquitination luciferase reporter, 2 h; 0 = plate control, 100 = twice control, blank-subtracted; signal enhancement, % at 5 µM; actives 0.11% (n = 210,000);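 active = signal enhancement of 30% or more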;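 note: luminescence tracks abundance of the self-degrading MDM2-luciferase fusion protein; higher signal means inhibition of MDM2 E3 ligase activity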
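Timing – 2 h compound exposure at 37 °C · Assay system – mammalian cells stably expressing self-ubiquitinating, self-degrading MDM2 E3–luciferase fusion · Amount – 2000 cells seeded into each well · Measure – % luminescence enhancement versus blank-corrected plate control mean · Measured by – SteadyLite luminescence, 15 min reagent step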
zVAD death inh – blocks zVAD induced death of L929 cells; actives 0.38% (n = 220,000); viability rescue, % at 10 µM; L929 zVAD necroptosis rescue, ATP luminescence, 24 h; with zVAD 60 µM;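 active = activation, scaled between plate controls, above about 75%, limit read from the data; inactive = activation under that limit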;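 note: 0% = zVAD with DMSO and 100% = DMSO alone without zVAD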
EBV gp42 inh – blocks Epstein-Barr virus glycoprotein 42 binding. inhibition, % (tested at 21.74 µM). Fluorescence polarization binding assay, mP read-out. actives 0.42% (n = 220,000); in the data active = inhibition above about 50%
eIF4E 4G PPI – eIF4E/eIF4G interaction inhibition in translation initiation; P63073+Q04637; TR-FRET eIF4E-eIF4GI(517-606) binding, 2 h; inhibition, % at 21.7 µM; actives 0.37% (n = 220,000);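 active = inhibition above about 30%, limit read from the data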;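 note: 0% = full FRET control wells and 100% = background wells lacking eIF4GI fragment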
Rad51 HR inh – blocks human Rad51 in homologous recombination; hRad51 DNA strand exchange, fluorescence dequenching; AID 1385; inhibition, % at 10 µM; actives 0.085% (n = 200,000);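 active = inhibition above 40% at the single screening dose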;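 note: 0% = DMSO control wells and 100% = blanks with heterologous ssDNA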
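Material: hRad51 filaments on single-stranded DNA; Reagent: Donor/quencher-labelled 47-bp dsDNA substrate; Compound: 10 µM final, single point; Schedule: 37 °C 15-min filament assembly, 30-min compound preincubation, 15-min exchange; Technique: FRET fluorescence, excitation 485 nm, emission 520 nm; Benchmarks: control wells and blank wells on each plate.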
PERK inhibitor – inhibitors of human PERK kinase. inhibition, % at 5.6 µM. actives 0.17% (n = 220,000). AID 1416. CHO PERK-DD fusion, SEAP luminescence translation reporter. Q9NZJ5;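 active = inhibition above the mean inhibition of all tested compounds plus 3 SD, set separately per screening campaign, cut at about 2.9% in these data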;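 note: PERK kinase domain activated by AP20187 dimerizer at 100 nM; 0% = DMSO with dimerizer and 100% = rapamycin at 8.4 µM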
An asterisk follows results filed as active; i = inactive; . = no result given; [ ] = dose if it differs, or a comment. An unsorted share of the library. About 3.6% of those tested had a hit in this group.

Field names – A = KCC2 mod; B = TNF necrop inh; C = m-calpain inh; D = Mdm2 ligase inh; E = zVAD death inh; F = EBV gp42 inh; G = eIF4E 4G PPI; H = Rad51 HR inh; I = PERK inhibitor
O=C(Nc1ccc(-c2nc3ccc(NC(=O)c4cccs4)cc3[nH]2)cc1)c1cccs1
  A = 0.046; B = -3.5; C = i; D = -18; E = 3.4; F = 10; G = -41[fluorescence artefact?]; H = -7; I = 0.0
COc1ccc(CCN(C)C(=O)CCc2nnc(-c3ccccc3)o2)cc1OC
  A = -0.33; B = -0.3; C = -6; D = -6; E = -0.8; F = -22; G = 4; H = -1; I = 1.1
CCOC(=O)/C=C/C(=O)OCC(=O)NCc1ccccc1
  A = 0.07; B = 0.5; C = 1; D = -3; E = 0.8; F = -20; G = 1; H = 1; I = -0.3
Cc1ccc(S(=O)(=O)N(C)CC(=O)NC2CCCC2)cc1
  A = -0.78; B = -1.1; C = -36; D = -10; E = -0.8; F = 3; G = -3[fluorescence artefact?]; H = -1; I = 1.4
CC1CC(C)CN(c2oc(-c3ccccc3Cl)nc2C#N)C1 (centres undefined)
  A = -0.073; B = -1.6; C = -59; D = -16; E = 0.0; F = 1; G = -8; H = -1; I = 0.1
COc1ccc(OCCNC(=O)c2ccccc2OCC(=O)N2CCCCC2)cc1
  A = -1.3; B = 1.2; C = 3; D = -2; E = -1.1; F = -10; G = -2; H = 6; I = -0.9
O=C(COc1cccc2c1CCN(Cc1ccccc1)C2=O)N1CCCCC1
  A = 0.53; B = 0.1; C = -9; D = 0; E = 2.6; F = -5; G = 2; H = 2; I = 0.9
O=C(NC1CCCCC1)c1sc(=S)n2c1[nH]c(=O)c1ccccc12
  A = 8.7*; B = -2.0; C = -7; D = -23; E = 0.1; F = 3; G = 3[fluorescence artefact?]; H = -3; I = 0.2
Cc1ccc(C(C(=O)Nc2ccc3c(c2)OCO3)N(C)C(=O)Cc2c[nH]c3ccccc23)cc1 (centres undefined)
  A = -0.11; B = 2.8; C = 12; D = -15; E = 0.1; F = -2; G = -32; H = 12; I = -0.9
CCOC(=O)C1CCN(C(c2cc(OC)c(OC)c(OC)c2)c2sc3nc(C)nn3c2O)CC1 (centres undefined)
  A = 0.73; B = 1.2; C = -32; D = -13; E = 0.9; F = -8; G = 1[fluorescence artefact?]; H = -5; I = 0.8
Cc1ccc2c(c1)NCC(C(=O)NC1CCCCC1)O2 (centres undefined)
  A = -0.0068; B = 0.4; C = -9; D = -13; E = 0.4; F = -8; G = -7[fluorescence artefact?]; H = 4; I = 0.0
CCOC(=O)c1c(C)c(C(=O)N(C)C2CCCCC2)c(C)n1C
  A = 0.73; B = -0.8; C = 8; D = -2; E = 0.0; F = -11; G = 2; H = 3; I = -0.3
Cc1ccc(CNC(=O)C2CC3Cn4c(nc5cc(Cl)c(Cl)cc54)C3N2C)o1 (centres undefined)
  A = -0.61; B = 6.6; C = 1; D = 11; E = 0.2; F = -18; G = 2; H = -7; I = .
CNC(=O)COc1ncnc2sccc12
  A = 0.0086; B = -0.5; C = -16; D = -8; E = 0.2; F = -1; G = 3; H = 9; I = 1.0
CCCCCCNc1nc(NCc2ccco2)nc(OCC)n1
  A = -1.7; B = -0.6; C = 7; D = -18; E = -0.9; F = -14; G = -6; H = -3; I = -0.1

Pulled by compound from the list above (four):
Field names – A = KCC2 mod; B = TNF necrop inh; C = m-calpain inh; D = Mdm2 ligase inh; E = zVAD death inh; F = EBV gp42 inh; G = eIF4E 4G PPI; H = Rad51 HR inh; I = PERK inhibitor
Cc1ccc(CNC(=O)C2CC3Cn4c(nc5cc(Cl)c(Cl)cc54)C3N2C)o1 (centres undefined)
  A = -0.61; B = 6.6; C = 1; D = 11; E = 0.2; F = -18; G = 2; H = -7; I = .
Cc1ccc(S(=O)(=O)N(C)CC(=O)NC2CCCC2)cc1
  A = -0.78; B = -1.1; C = -36; D = -10; E = -0.8; F = 3; G = -3[fluorescence artefact?]; H = -1; I = 1.4
Cc1ccc2c(c1)NCC(C(=O)NC1CCCCC1)O2 (centres undefined)
  A = -0.0068; B = 0.4; C = -9; D = -13; E = 0.4; F = -8; G = -7[fluorescence artefact?]; H = 4; I = 0.0
O=C(COc1cccc2c1CCN(Cc1ccccc1)C2=O)N1CCCCC1
  A = 0.53; B = 0.1; C = -9; D = 0; E = 2.6; F = -5; G = 2; H = 2; I = 0.9

Following part:
Field names – A = KCC2 mod; B = TNF necrop inh; C = m-calpain inh; D = Mdm2 ligase inh; E = zVAD death inh; F = EBV gp42 inh; G = eIF4E 4G PPI; H = Rad51 HR inh; I = PERK inhibitor
O=C(c1ccc(Cl)c([N+](=O)[O-])c1)N(c1ccccn1)c1ccccn1
  A = -0.011; B = -0.2; C = 0; D = -2; E = -0.7; F = -2; G = 4[fluorescence artefact?]; H = -4; I = 0.3
COc1ccc(NC(=O)CC2S/C(=N\c3nccs3)N(C)C2=O)cc1 (centres undefined)
  A = -0.031; B = -0.3; C = -9; D = -9; E = 0.5; F = -9; G = -2; H = .; I = 0.4
CC12CNCC(C)(CN(C3(O)C(=O)Nc4ccc(Br)cc43)C1)C2=O (centres undefined)
  A = -0.29; B = -0.3; C = -10; D = -22; E = 0.1; F = -7; G = 2; H = -29; I = 1.2
C=CCN(C(=O)Cn1ncc2c1-c1cc(C)ccc1OC2)c1ccccc1
  A = 1.2; B = -0.3; C = -13; D = -6; E = -0.3; F = -7; G = 4; H = 1; I = -0.3
Cc1ccc(-n2ncc3c(NCCCN4CCOCC4)ncnc32)c(C)c1
  A = 0.25; B = -1.9; C = -16; D = -5; E = 0.5; F = -9; G = -5[fluorescence artefact?]; H = -2; I = -0.1
CN(C)CCNC(=O)COc1ccc(Cl)cc1Cl
  A = 0.51; B = 1.3; C = 11; D = 2; E = .; F = -11; G = -3; H = .; I = 0.0
Cc1oc(-c2ccc(F)cc2)cc1-c1nn2c(-c3ccco3)nnc2s1
  A = -0.49; B = -0.6; C = .; D = .; E = 0.0; F = .; G = .; H = .; I = 0.7
COc1ccc(N(C(=O)/C=C/C(=O)Nc2cc(C)on2)C(C(=O)NC2CCCC2)c2ccccc2C)cc1 (centres undefined)
  A = 0.044; B = -1.3; C = -15; D = -17; E = -0.3; F = 5; G = 2[fluorescence artefact?]; H = 2; I = -0.8
CCN(CC(=O)Nc1ccc2c(c1)OCCO2)C(=O)C1CCCCC1
  A = .; B = -0.1; C = 22; D = 1; E = 2.1; F = 11; G = -5; H = 1; I = -0.3
CCOC(=O)c1[nH]c2ccc(F)cc2c1NC(=O)CN1CCN(C/C=C/c2ccccc2)CC1
  A = 0.63; B = -10; C = -18; D = -3; E = 1.0; F = -10; G = 4; H = .; I = -1.1
Cc1ccc(C)c(Oc2ncnc(N)c2[N+](=O)[O-])c1
  A = 1.1; B = 4.3; C = 7; D = -15; E = 2.8; F = -13; G = 1[fluorescence artefact?]; H = 0; I = 0.9
COCCNC(=O)C(=O)NCCN1CCNCC1
  A = -0.41; B = 1.1; C = 25; D = -9; E = 0.1; F = -3; G = 4; H = -2; I = -0.1
CCCCSc1cc(=O)[nH]c(N)n1
  A = -0.17; B = 1.5; C = -8; D = -14; E = 0.5; F = -5; G = 3; H = 10; I = 0.2
O=C(CCCOc1ccc(Cl)cc1)NCC1CCCO1 (centres undefined)
  A = 0.18; B = -0.1; C = 5; D = 2; E = 1.3; F = -38; G = -3; H = 7; I = 0.1
O=C1CCCc2c1[nH]c1ccccc21
  A = .; B = 0.1; C = -23; D = 18; E = 0.5; F = -14; G = -4; H = -3; I = 0.3
COc1ccc(N=Nc2cc(C)ccc2O)cc1
  A = -0.019; B = -22; C = 8; D = -69; E = 2.3; F = -20; G = 1; H = 21; I = 0.8
COC(=O)C1=C(N)Oc2cc(C)[nH]c(=O)c2C1c1cc(OC)c(OC)c(OC)c1 (centres undefined)
  A = 0.063; B = -2.1; C = -27; D = 1; E = 0.0; F = 7; G = 9; H = .; I = 0.6
Cc1nn(C)c(C)c1S(=O)(=O)N(CC(=O)Nc1ccc2c(c1)OCO2)c1ccc(C(C)C)cc1
  A = -0.22; B = 1.5; C = 3; D = -14; E = 2.8; F = -20; G = 1; H = 1; I = -0.2
Cc1nc2ccc(NC(=S)N3CCC(C)CC3)cc2nc1C
  A = 0.79; B = 0.3; C = 9; D = -18; E = -0.3; F = 6; G = -1; H = .; I = 1.1
O=C1CC(N(C(=O)c2ccco2)c2cccc(Cl)c2)C(=O)N1c1cccc(Cl)c1 (centres undefined)
  A = -0.083; B = 0.8; C = 15; D = -13; E = 0.5; F = -2; G = -2; H = -2; I = -1.3
COCCn1nnnc1C(c1ccccc1)N1CCN(Cc2ccc3c(c2)OCO3)CC1 (centres undefined)
  A = 0.12; B = 2.2; C = 3; D = 2; E = -1.4; F = -11; G = -1; H = 6; I = -0.7
c1coc(CNCCCN2CCOCC2)c1
  A = 0.064; B = 0.5; C = -18; D = -21; E = 1.0; F = 0; G = 2; H = .; I = 1.4
CCOc1ccc(NC(=O)Nc2ccc3c(c2)nnn3C)cc1
  A = .; B = -0.1; C = -26; D = 1; E = 28; F = -17; G = -5; H = -1; I = -0.2
Cc1ccc(NCC(=O)N/N=C/c2ccc(C(=O)O)cc2)cc1
  A = 0.017; B = 1.6; C = 1; D = .; E = -1.0; F = -10; G = -1; H = 19; I = 0.4
C#CCOCCOCCOCCNc1nc(N2CCN(C(=O)[C@H]([C@@H](C)CC)n3cc([C@@H](N)CO)nn3)CC2)nc(N2CCN(C(=O)[C@H](CCCCN)n3cc([C@@H](N)CC(C)C)nn3)CC2)n1
  A = 1.2; B = -0.2; C = -1; D = .; E = 0.9; F = -6; G = 3; H = -2; I = 0.8
CCOC(=O)C1C(=O)CC(=O)CC1CC(C)SCC (centres undefined)
  A = -0.43; B = 0.2; C = -3; D = 0; E = 0.1; F = -17; G = -4; H = 5; I = 0.0
COc1ccc(OC)c(-n2cnnn2)c1
  A = 0.63; B = -3.0; C = 7; D = -16; E = 0.3; F = -70; G = .; H = 10; I = -0.4
CN(C(=O)c1ccc(-c2nn(C)c(=O)c3ccccc23)cc1)c1ccccc1
  A = -0.12; B = -1.7; C = -1; D = -9; E = -0.2; F = -15; G = -9[fluorescence artefact?]; H = 5; I = -1.5
COc1ccc(C(=O)N/N=C(\CCC(=O)O)c2ccc(C(C)(C)C)cc2)cc1OC
  A = 0.57; B = -0.5; C = -158; D = -6; E = 1.8; F = 3; G = -6; H = 14; I = 0.8
COc1cccc(NC(=O)C(=O)N/N=C/c2cc(C)n(-c3ccc(Cl)c(Cl)c3)c2C)c1
  A = 0.2; B = -4.9; C = -495; D = -7; E = -0.4; F = -6; G = -3; H = -2; I = -1.4
C[C@]12CC[C@@H]3c4ccc(O)cc4CC[C@H]3[C@@H]1CC[C@@H]2OC(=O)CCC(=O)O
  A = -0.8; B = 2.3; C = -2; D = .; E = 1.5; F = 8; G = -1; H = -9; I = 1.2
CCC(=O)NNc1nc2c(C)cccc2s1
  A = 1.7; B = -0.4; C = 22; D = -1; E = 0.5; F = 1; G = 1; H = -15; I = -0.2
C=C1CCN(Cc2ccccc2)S(=O)(=O)c2ccccc21
  A = -0.65; B = 1.2; C = -8; D = -9; E = 0.5; F = -6; G = -6; H = -10; I = .

Assay outcomes deposited in PubChem by several laboratories.
